Rin1-Abl PPI inh: blocks binding of human Rin1 to Abl. TR-FRET Rin1/Abl binding, biochemical. inhibition, % at 7.35 µM. hit rate 0.4% among 360,000. AID 588664; in the data active = inhibition above about 5%, passing the limit was not always enough
STEP inh: STEP (human) phosphatase inhibition; recombinant STEP, OMFP fluorogenic substrate, fluorescence; hit rate 0.25% among 360,000; P54829; AID 588621; inhibition, % at 20 µM;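 active = inhibition at 20 µM, scaled per plate between control wells, above about 37%, limit read from the data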;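 also: 0% = DMSO with enzyme and substrate and 100% = substrate only without enzyme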
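Assay system: isolated STEP enzyme. Buffer or medium: pH 6.0 Bis-Tris with DTT and Tween 20. Also added: fluorogenic phosphatase substrate OMFP at 25 µM final. Dosing: 20 µM, 1% DMSO. Timing: 20 min reaction, room temperature, in the dark. Measured by: fluorescence intensity, excitation 480 nm, emission 540 nm. Evaluation: normalized % inhibition.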
CSN inh: inhibitors of human CSN-mediated cullin deneddylation; Q92905; Purified CSN, SCF-Nedd8-OG deneddylation, fluorescence polarization; inhibition, % at 12.5 µM; hit rate 0.38% among 360,000; AID 651999;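 active = pattern-corrected inhibition above about 35%, with an unprinted fluorescence ratio check between 0.5 and 1.5, limit read from the data, passing the limit was not always enough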;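 also: 0% = enzyme with substrate and 100% = substrate without enzyme; some results filed as inactive read as strong as hits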
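test system = HEK293T-derived human Csn5 enzyme | amount = 0.24 nM Csn5 enzyme, final concentration | medium = Tris/NaCl/DTT buffer, pH 7.5 | schedule = 90 min reaction at room temperature | signal = FP | evaluation = inhibition of Csn5 cleavage, % | compound dosing = single dose of 12.5 µM compound with 0.25% DMSO | probe or stimulus = 10 nM SCFSkp2-Nedd8OG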
Rpn11 block: blocks the human proteasome subunit Rpn11; O00487; human 26S proteasome, Ub4-pepOG fluorescence polarization; 20S core pre-blocked with epoxomicin; calls only at 20 µM; hit rate 0.59% among 360,000;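 active = inhibition at 20 µM, scaled to each plate's controls, above about 33%, limit read from the data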
NadD inh: blocks S. aureus nicotinate mononucleotide adenylyltransferase. purified NadD enzyme, colorimetric absorbance read-out. inhibition, % at 20 µM. hit rate 0.78% among 360,000; in the data active = inhibition above about 26%; also: some compounds past the cut are filed as inactive
SUMO1-SIM PPI: SUMO1-SIM interaction modulation; SUMO1 binding to a labelled peptide, TR-FRET, 1 h; inhibition, % at 20 µM; P63165; hit rate 0.33% among 360,000; in the data active = inhibition above about 37%
DNMT1 inh: inhibitors of human DNMT1; DNMT1 molecular beacon, Hinp1I cleavage, fluorescence; inhibition (reported as % activation of signal), % at 10 µM; hit rate 0.83% among 360,000; AID 588458; P26358; in the data active = inhibition above about 50%
Target sequence (P26358 504-1616 limits assumed): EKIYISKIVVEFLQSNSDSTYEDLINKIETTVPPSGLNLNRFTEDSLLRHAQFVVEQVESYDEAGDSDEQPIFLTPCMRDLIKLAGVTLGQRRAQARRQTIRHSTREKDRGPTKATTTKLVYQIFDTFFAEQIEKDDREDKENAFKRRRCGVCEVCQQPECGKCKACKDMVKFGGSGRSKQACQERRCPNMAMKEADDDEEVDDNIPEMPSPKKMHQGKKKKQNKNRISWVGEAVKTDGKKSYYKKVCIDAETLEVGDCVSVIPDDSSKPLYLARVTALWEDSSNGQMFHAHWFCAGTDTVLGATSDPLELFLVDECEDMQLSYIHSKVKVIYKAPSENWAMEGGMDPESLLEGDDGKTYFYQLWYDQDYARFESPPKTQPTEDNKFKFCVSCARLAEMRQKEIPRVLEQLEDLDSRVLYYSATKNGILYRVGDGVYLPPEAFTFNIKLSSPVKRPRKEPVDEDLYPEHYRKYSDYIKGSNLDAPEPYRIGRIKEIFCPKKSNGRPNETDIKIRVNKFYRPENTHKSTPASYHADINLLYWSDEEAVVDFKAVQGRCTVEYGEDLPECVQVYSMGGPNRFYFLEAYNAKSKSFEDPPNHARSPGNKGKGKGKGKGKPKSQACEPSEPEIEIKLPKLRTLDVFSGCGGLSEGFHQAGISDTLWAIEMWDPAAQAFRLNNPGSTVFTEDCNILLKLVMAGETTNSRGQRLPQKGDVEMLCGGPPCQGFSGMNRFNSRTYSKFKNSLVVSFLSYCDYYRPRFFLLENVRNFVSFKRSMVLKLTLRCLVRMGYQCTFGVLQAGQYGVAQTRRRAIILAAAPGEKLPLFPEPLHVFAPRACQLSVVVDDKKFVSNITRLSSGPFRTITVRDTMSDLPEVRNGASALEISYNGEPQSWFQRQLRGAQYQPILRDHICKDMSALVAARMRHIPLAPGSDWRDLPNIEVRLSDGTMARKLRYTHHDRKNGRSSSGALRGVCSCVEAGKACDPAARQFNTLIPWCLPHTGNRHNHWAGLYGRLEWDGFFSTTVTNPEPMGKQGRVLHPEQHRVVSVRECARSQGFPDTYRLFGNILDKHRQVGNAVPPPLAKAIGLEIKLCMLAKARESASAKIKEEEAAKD
Scp1 inh: blocks human Scp-1 phosphatase activity; Recombinant Scp1, phosphopeptide, malachite green phosphate absorbance; hit rate 0.88% among 340,000; Q9GZU7; AID 493091; inhibition, % at 20 µM;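 active = inhibition above about 50% at 20 µM, limit read from the data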;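 also: plate controls were DMSO wells with enzyme for no effect and wells lacking enzyme for full effect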
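Incubation: 45 min enzyme reaction at room temperature / System: truncated SCP-1 phosphatase (76-261aa) / Reagent: Phospho 17-mer peptide substrate / Buffer or medium: Acidic Tris acetate buffer with magnesium and detergent / Signal: absorbance at 630 nm / Doses: one concentration, 20 µM, with 1.0% DMSO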
LMPTP inh: LMPTP (human) inhibition; recombinant LMPTP-A, OMFP fluorogenic substrate, fluorescence intensity; AID 651560; P24666; hit rate 0.22% among 360,000; inhibition, % at 20 µM;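 active = compounds that cut the enzyme signal by at least half of the control window in the single-dose screen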;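 also: plate controls were DMSO wells with enzyme plus substrate for no effect and substrate without enzyme for full effect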
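Test system – LMPTP-A enzyme · Amount – LMPTP-A at 0.625 nM final in the reaction · Buffer or medium – Bis-Tris pH 6.0, DTT, detergent · Reagent – OMFP 400 µM · Doses – single 20 µM dose · Schedule – reaction 50 min, room temperature, dark · Detection – fluorescence intensity of OMFP turnover product · Evaluation – percent inhibition versus substrate-only and uninhibited controls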
Neddylation inh: inhibitors of human cullin neddylation. P61081+Q13564. hit rate 0.58% among 360,000. TR-FRET cullin neddylation, biochemical. calls only at 25 µM; in the data active = inhibition above about 36%
Active calls of the source: *; i = inactive; x = not tested or not shown; + = active, no number.

SMILES	Rin1-Abl PPI inh	STEP inh	CSN inh	Rpn11 block	NadD inh	SUMO1-SIM PPI	DNMT1 inh	Scp1 inh	LMPTP inh	Neddylation inh
COc1ccc2c(c1)C(=O)N(c1ccccc1OC)C(=O)C2	-4	-3	1	i	4	-2	-7	-11	1.1	i
NC(=O)C1CCN(C(=O)C2(NC(=O)Nc3cccc(F)c3)CCCCC2)CC1	-1	-1	-1	i	0	8	-1	-8	-0.7	i
COc1ccc(C=O)cc1Cn1c(=O)n(CCC(=O)NCc2ccco2)c(=O)c2sccc21	3	8	-2	i	-2	1	1	-8	-2.0	i
Cc1cc(C)n(C(=O)COc2ccccc2C)n1	1	-2	2	i	-1	4	3	-7	-2.8	i
Clc1ccccc1Cn1nnc2c(N3CCOCC3)nc(C3CC3)nc21	-1	3	2	i	-4	3	-2	-7	0.8	i
CN1C(=O)[C@H]2[C@@H](/C=C/c3ccccc3)N3C(=O)CN(CC4CC4)C(=O)[C@@]3(C)[C@H]2C1=O	-1	1	-1	i	2	5	0	2	-4.3	i
COc1cc(CNc2ccc(S(N)(=O)=O)cc2)ccc1OCC(=O)NC1CCCCC1	0	-3	5	i	1	-1	1	-1	-0.2	i
CCOC(=O)C(=O)NNc1ccc(F)cc1	4	0	-1	i	-4	0	-1	-17	0.0	i
CC1CCCCC1NC(=O)CN(C)S(=O)(=O)c1cccc2cccnc12 (stereo not drawn)	-1	3	1	i	0	-1	1	-1	0.3	i
COc1ccc(OC)c(NC(=O)Nc2ccc(O)c3ccccc23)c1	-3	-1	2	i	1	-8	-30	26	2.4	+
COc1ccc(-c2ccnc(-c3ccncc3)n2)cc1	0	0	0	i	2	4	1	-1	0.3	i
Cc1ccc(C(=O)NC(=S)N2CCN(C)CC2)cc1Br	-1	-2	-7	i	-3	6	-1	-5	-2.8	i
Nc1ccc(S(=O)C(F)(F)F)cc1 (stereo not drawn)	-1	1	11	i	-1	-4	-3	-9	0.6	i
COC(=O)c1ccc(CNC(=O)COC(=O)c2cc(Cl)nc(Cl)c2)cc1	-7	0	-5	i	-5	5	0	-5	-0.4	i
CC(C)Cc1ccc(S(=O)(=O)Nc2ccc3[nH]c(=O)[nH]c3c2)cc1	-1	-3	-2	i	4	1	1	-10	1.5	i
CCOc1ccc(S(=O)(=O)N2CCN(c3ncccn3)CC2)cc1	-3	2	2	i	6	-4	1	0	-0.1	i
O=c1[nH]nc(SC2CCCCC2)c(=O)[nH]1	1	1	-1	i	4	-8	2	5	-1.6	i
O=S(=O)(c1cccc(C(F)(F)F)c1)N1CCC(c2cc(-c3cccc4ccccc34)n[nH]2)CC1	-2	0	6	i	16	-4	-13	6	-0.6	i
C#CCOc1ccc(CNC[C@H]2O[C@@H](n3ccc(N)nc3=O)[C@H](O)[C@@H]2O)cc1	-2	2	3	i	-7	3	5	x	-1.3	i
O=C(c1cccc(Cl)c1)N1CCC(=O)N(C(CO)Cc2ccccc2)CC1 (stereo not drawn)	2	0	3	i	-1	-2	5	-3	0.1	i

Limited to NadD inh, LMPTP inh and CSN inh, for two of the compounds above:
mol | NadD inh | LMPTP inh | CSN inh
Nc1ccc(S(=O)C(F)(F)F)cc1 (stereo not drawn) | -1 | 0.6 | 11
CC1CCCCC1NC(=O)CN(C)S(=O)(=O)c1cccc2cccnc12 (stereo not drawn) | 0 | 0.3 | 1

(more compounds)
SMILES	Rin1-Abl PPI inh	STEP inh	CSN inh	Rpn11 block	NadD inh	SUMO1-SIM PPI	DNMT1 inh	Scp1 inh	LMPTP inh	Neddylation inh
COc1ccc(-n2c(SCC(=O)Nc3nccs3)nc3c(c2=O)SCC3)cc1	-7	-1	2	i	5	-1	-5	-6	-0.2	i
COc1ccccc1N1CCN(C(=S)Nc2cccc(C)c2)CC1	0	0	-7	i	-3	8	2	-4	0.3	i
COc1ccccc1/C=C1\SC(=S)N(CCC(=O)Nc2ccc(C(=O)O)c(O)c2)C1=O	-1	6	6	i	14	4	-18	-11	12	i
Clc1ccc(-c2nnc3n2CCCC3)cc1Cl	-2	-3	4	i	-2	2	-1	-6	-1.0	i
Cc1occc1C(=O)NC1CCCCCCC1	-1	1	4	i	-3	2	7	-1	-1.9	i
CCOC(=O)C1=C(COC(=O)Cc2c(F)cccc2Cl)NC(=O)NC1C (stereo not drawn)	0	2	-3	i	-6	1	4	1	1.2	i
Cn1cc([N+](=O)[O-])c(C(=O)NNC(=O)c2ccc([N+](=O)[O-])cc2)n1	1	-1	4	i	4	-15	3	-11	0.1	i
Cc1ccc(CSc2nsc(C)c2C#N)cc1	0	2	1	i	-4	2	-3	-20	0.7	i
CC1CCCCC1NC(=O)CSC1=Nc2ccccc2C2CC=NN12 (stereo not drawn)	1	3	0	i	0	4	-3	-2	-0.4	i
COc1ccc(CCn2c(=O)[nH]c3cc(C(=O)N4CCN(c5ccccc5)CC4)ccc3c2=O)cc1OC	-1	1	4	i	1	1	1	-8	-1.4	i
Cc1c(C(=O)NC2CCCCC2)sc2ncnc(N3CCN(c4ccccc4)CC3)c12	0	3	0	i	11	-14	2	19	2.6	i
CC(C)(C)n1nnnc1C(c1ccncc1)N1CCCCCC1 (stereo not drawn)	0	0	3	i	2	-1	-5	-8	-4.7	i
COc1ccc(C)cc1-n1c(-c2ccncc2)n[nH]c1=S	2	2	-2	i	-2	-1	2	3	-1.2	i
O=C(CC1S/C(=N/N=C/c2ccco2)NC1=O)Nc1cccc(Cl)c1Cl (stereo not drawn)	5	4	-10	i	4	4	3	5	4.6	i
COc1ccc(CN2CCN(Cc3ccc(C(F)(F)F)cc3)CC2)cc1	1	0	1	i	0	1	4	-7	-2.7	i
Cn1nnnc1SCc1nc2ccccc2s1	-1	1	-6	i	2	-3	3	-5	1.2	i
Cc1nnc(-c2cnn(-c3ccccc3)c2N)n1Cc1ccc(F)cc1	-2	-2	-5	i	1	4	2	-11	-0.8	i
CCOc1ccc(S(=O)(=O)Nc2ccccc2SC)cc1	-5	2	3	i	-9	1	-6	-4	2.5	i
Cc1ccc(NC(=O)C2C(c3ccccc3)C=CC(c3ccccc3)C2C(=O)O)cc1 (stereo not drawn)	0	2	0	i	-3	1	12	-18	-2.0	i
CCS(=O)(=O)Nc1cccc(C2=NN(S(C)(=O)=O)C(c3cccs3)C2)c1 (stereo not drawn)	-1	2	8	i	1	-4	-3	-1	1.9	i
COCCn1c(SCC(=O)N2CCCC2=O)nnc1-c1ccncc1	5	0	0	i	-5	0	1	x	-1.7	i
Cc1cc(OCCn2ccnc2)ccc1C(C)C	2	-9	-2	i	-2	-3	3	1	-1.5	i
Fc1ccccc1C1CCN(Cc2nc(COc3ccccc3)no2)C1 (stereo not drawn)	-2	2	0	i	-6	-5	-7	-7	0.5	i
COc1cccc(OCCn2cccc2/C=C2/C(=N)N3OC(C)=CC3=NC2=O)c1	0	-2	-1	i	3	-3	1	-7	-1.1	i
COc1cccc(-n2nnnc2SCC(=O)Nc2nc3c(s2)CCCC3)c1	2	2	-2	i	8	1	-6	6	1.3	i
N#Cc1cc2c(nc1SCC(=O)O)CCCC2	-5	0	2	i	0	1	-3	2	-1.9	i
NC(=O)c1ccccc1N/C=C/C(=O)c1ccc(F)cc1	0	-1	2	i	-2	-21	3	0	0.4	i
CCOC(=O)C(=NC1CCCCC1)NNc1cccc(C(F)(F)F)c1	1	1	-4	i	3	-2	1	5	3.2	i
CN(CC(=O)Nc1cccc(F)c1)C(=O)CN1C(=O)C2CCCCC2C1=O (stereo not drawn)	2	0	-5	i	0	-1	-3	-9	-5.6	i
O=C(Cn1nnc(-c2ccccc2)n1)Nc1cccc(S(=O)(=O)N2CCCC2)c1	2	0	-1	i	0	-7	-2	-15	-6.1	i
Cc1ccc(S(=O)(=O)NCC(=O)NNC(=O)c2ccccc2Cl)cc1C	0	-1	-3	i	-9	-5	0	-3	-0.3	i
CCOC(=O)c1cnc(SCC(=O)Nc2ccc(N3CCOCC3)c(Cl)c2)nc1N	-1	1	-2	i	3	0	0	-2	-0.4	i
COc1ccc(/C=C2/CCCc3ccccc3C2=O)cc1	-1	1	2	i	-2	-22	5	-2	3.2	i
O=C(Nc1cccn2ncnc12)c1cccc(C(F)(F)F)c1	-4	0	2	i	11	0	1	-5	-0.5	i
COc1ccc(-c2cnc(N)n2C)cc1	-2	0	-6	i	-5	-2	0	-6	1.2	i
Cc1nn2c(c1-c1ccccc1)N=C(c1ccco1)CC2c1ccccc1 (stereo not drawn)	1	-3	5	i	36*	-8	-8	-6	1.6	i
O=S(=O)(Nc1c(O)ccc2ccccc12)c1cccc2ccccc12	-2	2	6	i	4	-3	-33	-21	2.3	i
CCCN(c1ccc(C(=O)OC)cc1)S(=O)(=O)c1ccccc1	1	2	5	i	-2	2	4	-5	0.4	i
COc1cc(OC)cc(C(=O)NCC2CCCO2)c1 (stereo not drawn)	0	1	-2	i	-2	-1	3	-8	-1.2	i
O=C(O)CCc1ccc(S(=O)(=O)NCCc2ccccc2)cc1	-2	4	4	i	-1	2	0	-11	-0.9	i
O=C1CSCN1c1ccc(Cl)c(Cl)c1	0	-2	2	i	3	2	1	-4	-2.2	i
COc1ccc2c(CCNC(N)=S)c[nH]c2c1	-3	0	0	i	-2	0	1	-8	-0.8	i
Cc1ccc(NC(=O)Cn2cc(C=O)c3ccccc32)cc1	-4	-2	0	i	-6	2	-2	-6	0.1	i
COc1cccc2c(Cl)c(CC=C(Cl)Cl)c(C)nc12	-5	-2	2	i	-7	-1	1	8	1.4	i
CN(C)c1nc2c(c(N)nn2-c2ccc(Cl)cc2)c(=O)o1	-6	-1	-1	i	1	9	2	-6	0.0	i
C=CCn1nc2n(c1=O)-c1ccccc1SC2	-2	-3	-3	i	-6	3	4	-2	-2.4	i
O=S(=O)(c1c(F)cccc1F)N(CCc1ccc(F)cc1)C[C@@H](O)COCc1ccccc1	-2	0	-1	i	-5	-5	-4	1	2.5	i

Four structures from above, arranged by molar mass, smallest number first:
SMILES	Rin1-Abl PPI inh	STEP inh	CSN inh	Rpn11 block	NadD inh	SUMO1-SIM PPI	DNMT1 inh	Scp1 inh	LMPTP inh	Neddylation inh
Cc1ccc(NC(=O)Cn2cc(C=O)c3ccccc32)cc1	-4	-2	0	i	-6	2	-2	-6	0.1	i
CN(C)c1nc2c(c(N)nn2-c2ccc(Cl)cc2)c(=O)o1	-6	-1	-1	i	1	9	2	-6	0.0	i
COc1cccc2c(Cl)c(CC=C(Cl)Cl)c(C)nc12	-5	-2	2	i	-7	-1	1	8	1.4	i
O=S(=O)(c1c(F)cccc1F)N(CCc1ccc(F)cc1)C[C@@H](O)COCc1ccccc1	-2	0	-1	i	-5	-5	-4	1	2.5	i

Structures listed so far printed as active in NadD inh.
canonical_smiles | Rin1-Abl PPI inh | CSN inh | Rpn11 block | NadD inh | SUMO1-SIM PPI | DNMT1 inh | Scp1 inh | LMPTP inh | Neddylation inh
Cc1nn2c(c1-c1ccccc1)N=C(c1ccco1)CC2c1ccccc1 (stereo not drawn) | 1 | 5 | i | 36* | -8 | -8 | -6 | 1.6 | i

Compound activity from PubChem.
